TWEAK Fn14 block: inhibitors of TWEAK-Fn14 interaction signaling. TWEAK-stimulated Fn14 reporter cells, luciferase luminescence, 8 h. inhibition, % at 10 µM. 360,000 tested, 2% active. AID 1159606; in the data active = inhibition above about 50%
iPSC survival up: increases survival of single human iPS cells; hiPSC single-cell survival, ATPlite luminescence; 100% = ROCK inhibitor wells, 0% = DMSO; 360,000 tested, 0.044% active; AID 602274; survival enhancement, % at 20 µM; in the data active = survival enhancement above about 18%;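 also: cells exposed to compounds for 16 hours before the ATP read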
CF NFkB block: inhibitors of cystic fibrosis induced NF-kB; inhibition, % at 5 µM; AID 588850; KKLEB NF-kB-GFP reporter, PAF-induced, GFP fluorescence overnight; 360,000 tested, 0.86% active;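 active = at least 50% inhibition at 5 µM, scaled per plate between neutral and stimulator controls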;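 also: PAF is a Pseudomonas aeruginosa culture filtrate used as stimulus; plate controls were PAF-stimulated DMSO wells for no effect and unstimulated DMSO wells for full effect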
KKLEB tox: CF airway cell cytotoxicity counter-screen; AID 602141; activity change (cytotoxicity), % at 5 µM; KKLEB CF airway cells viability, ATPlite luminescence, overnight; active compounds read low; cells stimulated with P. aeruginosa culture filtrate; 360,000 tested, 0.36% active;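 active = corrected activity change at or below -50% at 5 µM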
MITF TRPM1 inh: reduces MITF-dependent TRPM1 promoter luciferase signal; 330,000 tested, 0.83% active; SK-MEL-5 TRPM1 promoter luciferase, 24 h; inhibition, % at 12.5 µM;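 active = mean inhibition across replicates of 60% or more, whatever share of single replicates reaches that level; inconclusive = some that reach 60%, reason not given; inactive = mean inhibition across replicates below 60%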; also: values of inactives mirror those of a sister screen read the other way
Shn3 inh set2: inhibitors of Schnurri-3 3'UTR reporter in osteoblasts | Clone20 osteoblast Shn3 3'UTR firefly luciferase, 24 h | inhibition, % at 12.5 µM | 360,000 tested, 0.52% active;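 active = mean inhibition of at least 75% with every replicate also reaching 75%; inconclusive = mean inhibition at least 75% but some replicate below; inactive = mean inhibition below 75%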;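 also: 0% = median of neutral control wells and 100% = pilot-screen positive control compound; some compounds past the cut are filed as inactive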
NR2E3 ag-1: activates human NR2E3 receptor. Q9Y5X4. CHO-S Gal4-NCOR/VP16-NR2E3 two-hybrid, luciferase. inhibition of corepressor binding, % at 3.98 µM. 360,000 tested, 0.35% active. AID 602229;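 active = inhibition above the mean of all tested compounds plus 3 SD, cut at about 70% in these data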;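 also: 0% = DMSO with NR2E3 transfected cells and 100% = cells lacking NR2E3 construct; higher means lower luciferase signal from less NR2E3 corepressor binding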
Target sequence (Q9Y5X4 whole entry, looked up, the tested form may be a part): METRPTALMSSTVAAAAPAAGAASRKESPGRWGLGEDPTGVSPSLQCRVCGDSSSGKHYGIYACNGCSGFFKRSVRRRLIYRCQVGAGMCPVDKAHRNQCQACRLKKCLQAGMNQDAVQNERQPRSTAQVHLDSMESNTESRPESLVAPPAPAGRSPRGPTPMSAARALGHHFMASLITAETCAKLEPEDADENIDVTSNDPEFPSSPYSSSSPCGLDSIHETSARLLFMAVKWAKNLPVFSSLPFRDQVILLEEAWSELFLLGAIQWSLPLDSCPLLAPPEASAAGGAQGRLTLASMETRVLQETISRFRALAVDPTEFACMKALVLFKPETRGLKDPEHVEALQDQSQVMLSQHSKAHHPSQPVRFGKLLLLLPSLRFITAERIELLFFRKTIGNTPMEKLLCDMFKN
aDG glyco act: alpha-DG glycosylation activation; 360,000 tested, 0.22% active; activation, % at 10 µM; Pro5-aDG cells, alpha-DG glycosylation AlphaScreen (IIH6); 0% Pro5, 100% B10-LARGE cell signal;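 active = activation of at least 8% versus controls, or a plate z-score of at least 8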;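 also: Pro5 are CHO cells carrying HIG-tagged alpha-DG that lacks glycosylation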
NR2E3 ag-2: agonists of human nuclear receptor NR2E3. Q9Y5X4. GST-NR2E3/biotin-RetCOR TR-FRET, 1536-well. inhibition of corepressor binding, % at 4.78 µM. 320,000 tested, 0.12% active. AID 2300;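 active = percent inhibition above the cutoff of mean plus 3 SD of all tested compounds, set per screening campaign, cut at about 20% in these data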;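 also: 0% = DMSO wells and 100% = biotin wells as full block of FRET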
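System: GST-NR2E3 and biotin-RetCOR proteins; probe or stimulus: 7 nM biotin-RetCOR; doses: compound at 4.8 µM, single dose; schedule: Compound–protein incubation for 5 h at 4 °C; detection: time-resolved FRET; read-out: percent inhibition; controls: biotin wells as high control, 0.6% DMSO wells as low control; format: 1536-well plates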
HIF-2a inh: HIF-2a inhibition. 786-0 RCC cells HIF-2a reporter, luciferase luminescence, overnight. inhibition, % at 18.8 µM. 360,000 tested, 0.72% active;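 active = inhibition of the luminescence signal of 40% or more relative to plate controls, in a single-dose primary screen at 18.75 µM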
Peg3 prom inh: inhibitors of Peg3 promoter. HeLa PEG-Prom luciferase reporter, luminescence, overnight. inhibition, % at 20 µM. 360,000 tested, 1.7% active;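 active = inhibition of at least 50% at 20 µM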
* = called active by the depositor; ? = inconclusive; . = not tested or not shown.

SMILES	TWEAK Fn14 block	iPSC survival up	CF NFkB block	KKLEB tox	MITF TRPM1 inh	Shn3 inh set2	NR2E3 ag-1	aDG glyco act	NR2E3 ag-2	HIF-2a inh	Peg3 prom inh
CC1CC(C)(C)OC(C[N+]2(C)CCCCC2)O1 (stereo not drawn)	-4	-0.4	10	1	8	9	17	-0.1	0	14	12
CC(=O)OC(COc1ccccc1)Cn1cnc2cc(C)c(C)cc21 (stereo not drawn)	-9	3.0	-3	-1	-5	4	-7	0.2	1	0	20
CC(=O)Nc1ccc(C(=O)COC(=O)CCS(=O)(=O)c2ccccc2)cc1	21	0.1	19	-8	7	1	9	-0.1	1	18	2
CCC(C(=O)O/N=C(\N)c1ccc(C)cc1)c1ccccc1 (stereo not drawn)	-9	-0.8	-9	-1	-22	-6	-8	0.1	1	-42	-20
COC(=O)c1ccc(CC(=O)c2ccc(O)cc2O)o1	8	4.3	1	-10	19	17	-22	-0.2	3	12	9
CCOc1ccc(Nc2oc(-c3ccco3)nc2C#N)cc1	22	0.6	1	-4	-11	-6	-15	-0.1	-1	-128	-75
COc1cc(C(=O)NCCc2cc3c(OC)ccc(OC)c3[nH]c2=O)cc(OC)c1OC	3	-3.3	-12	7	-10	2	9	-0.1	1	3	6
COC(=O)c1ccc2c(=O)n(CCN3CCOCC3)c(SCC(=O)C(C)(C)C)nc2c1	13	5.6	-8	6	5	8	-11	0.1	-1	20	5
COc1ccc(NC(=O)c2ccc(NS(=O)(=O)c3c(C)noc3C)cc2)cc1OC	3	1.9	-3	7	-3	1	-3	-0.2	1	4	10
CCOC(=O)c1c(C)n(C)c2c1cc(OC(C)=O)c1ccccc12	-1	0.1	-10	2	-10	5	-30	0.2	1	9	-22
C=CCn1c(NC(=O)c2ccc(Br)o2)c(S(=O)(=O)c2ccccc2)c2nc3ccccc3nc21	26	1.7	2	7	-1	4	6	-0.1	19	1	24
O=C(Nc1ccc2c(c1)OCO2)Oc1ccccc1	-26	-2.2	-2	1	-18	-40	-41	0.1	-2	-95	-59
CC(=O)Nc1ccc(S(=O)(=O)NCc2nc(-c3ccccc3)no2)cc1	0	0.2	-9	5	9	0	-19	0.0	-1	13	-4
CCc1cccc(NS(=O)(=O)c2cccc3cccnc23)c1	22	-0.3	2	-9	-9	24	-35	0.0	2	5	0
CC(=O)c1ccc(OC(C)C)c(CSC(=N)N)c1	-4	1.7	15	-6	6	45	-36	0.0	-2	9	-4
Cc1cccc(C(C)(C)C)c1OCCN1CCCC1	-1	-0.8	2	-4	-5	?	-10	0.3	-2	0	-11
COc1ccc(C(C)=O)cc1COC(=O)CNC(=O)c1ccc(F)cc1	-14	-0.3	-5	-1	9	-10	0	-0.1	0	5	-7
O=C(C(Cc1ccccc1)NS(=O)(=O)c1cccc2cccnc12)N1CCc2ccccc21 (stereo not drawn)	16	0.3	17	5	3	3	9	0.2	0	12	33
CC(C)CCN1C(=O)c2ccc(C(=O)Nc3cccc(S(N)(=O)=O)c3)cc2C1=O	22	-1.2	-3	-5	-7	12	8	-0.1	-1	-24	10
CCC1Sc2ccccc2N(CC(=O)NCCC2=CCCCC2)C1=O (stereo not drawn)	-11	2.4	-18	3	-1	-9	-46	0.0	2	-7	-3
CC1CCc2onc(C(=O)O)c2C1 (stereo not drawn)	-7	-1.1	-11	9	3	9	-18	-0.5	4	2	9
CN(Cc1ccc(Cl)c(Cl)c1)C(=O)c1ccccc1SCC(=O)N1CCCC1	7	0.2	28	-12	5	4	-10	0.4	.	14	18
Cc1n[nH]c(=O)n1-c1ccc(C(C)C)cc1	4	1.9	-4	-15	-1	-30	1	-0.1	3	6	4
CCOc1ccc(-n2c([S-])c(C(=O)Nc3ccc(S(=O)(=O)N4CCOCC4)cc3)[n+]3cc(C(N)=O)ccc23)cc1	-1	0.0	8	1	-7	3	6	-0.2	2	8	-11
CCn1c(SCC(=O)N2CCN(c3ccccc3)CC2)nc2c([nH]c3ccccc32)c1=O	-11	-0.1	-1	-29	57	10	-2	0.0	0	6	31
(listing goes on)
SMILES	TWEAK Fn14 block	iPSC survival up	CF NFkB block	KKLEB tox	MITF TRPM1 inh	Shn3 inh set2	NR2E3 ag-1	aDG glyco act	NR2E3 ag-2	HIF-2a inh	Peg3 prom inh
O=C(CC(C(=O)N1CCc2ccccc21)n1ccnc1)NCC1CCCO1 (stereo not drawn)	-12	1.2	2	1	21	-17	4	-0.1	-2	-5	8
COc1cccc(NC(=O)CCSc2nnc3scc(-c4ccccc4)n23)c1	-17	2.3	8	11	17	19	-7	0.1	-2	1	-2
NC(=S)N/N=C/c1ccc(-c2ccc(Cl)c(Cl)c2)o1	3	-4.6	-53	4	-5	-7	-42	0.2	-1	-97	-53
C/C(=N\Nc1ccccc1)c1cc2ccccc2oc1=O	-24	-2.8	10	-9	-23	-20	1	-0.1	0	-27	-66
COc1ccc(CC(=O)NCCc2ccc(S(N)(=O)=O)cc2)cc1	11	3.8	6	-1	-3	-8	-5	0.0	-1	18	-8
Cc1cc(N2CCN(S(=O)(=O)c3ccc(Cl)cc3)CC2)c2ccccc2n1	31	-1.2	20	-9	22	35	11	1.6	7	5	11
O=C1Nc2ccccc2N=C(c2ccccc2)C1Br (stereo not drawn)	9	-1.2	0	-4	7	-14	5	0.0	-1	-89	-23
CCc1nc(SCC(=O)NCc2ccccc2)c2c(=O)n(C)c(=O)n(C)c2n1	24	-1.1	26	-12	.	28	-10	-0.1	3	3	20
COc1cc(C(C)=O)ccc1OCC(=O)OCC(=O)c1cc(C)n(CC2CCCO2)c1C (stereo not drawn)	1	-1.1	10	-7	-10	-4	-12	-0.1	2	-2	3
Cc1cc(-c2ccc(C)c(S(=O)(=O)N3CCN(C(=O)c4ccco4)CC3)c2)on1	-30	-0.6	-21	-3	18	-6	0	-0.5	0	9	12
COc1ccc(-c2c3c(nc4sc(C(=O)Nc5ccccc5)c(N)c24)CCC3)cc1	-14	-3.6	-1	-2	-21	-29	-85	0.3	4	-233	-205
CC(=O)c1cnc2scnn2c1=O	4	0.2	-3	-12	4	-8	10	0.2	1	7	-1
CCOC(=O)C1CCCN(C(=O)c2cc(F)cc(F)c2)CC1 (stereo not drawn)	-10	1.5	6	-2	.	-19	-10	0.1	.	9	12
COc1ccc(-c2[nH]ncc2[C@@H]2C[C@H]3CN(Cc4ccccc4C)C(=O)[C@]34CCCN24)cc1	12	3.3	-2	0	20	3	15	0.0	0	26	43
COCCNC(=O)C(c1cccs1)N(C(=O)Cn1nnc2ccccc21)c1cccc(C(C)=O)c1 (stereo not drawn)	1	-1.8	2	-1	-3	2	-18	0.1	1	9	3
O=C(CSc1nncs1)NC(=O)NCc1ccco1	-4	-0.5	4	1	2	1	-37	-0.1	2	18	14
COc1ccccc1C(=O)NCCC(=O)N1CCN(S(=O)(=O)c2ccc(Cl)cc2)CC1	5	-0.2	1	2	.	3	26	-0.1	7	17	11
Nc1ccc2c(c1)Cc1cc(Cl)c(Cl)cc1-2	-9	2.9	-2	-10	-29	-11	-30	-0.2	.	-265	-201
COc1cc(CC(=O)Nc2ccc(S(=O)(=O)Nc3ncccn3)cc2)cc(OC)c1OC	-4	-2.4	-12	-24	0	-2	4	-0.1	1	10	-3
Cc1ccc(Cl)cc1N1CCN(C(=O)CN2C(=O)c3cccc4cccc2c34)CC1	2	-1.2	-5	-2	1	11	-19	0.6	1	29	2
COc1ccc(C(=O)NNS(=O)(=O)c2ccc(OC)cc2)cc1	-10	-0.5	-4	14	2	10	-15	0.0	3	15	4
NC(=O)Nc1ccc(C(=O)OCC(=O)Nc2cccc(S(=O)(=O)NC3=NCCCCC3)c2)cc1	4	-0.2	3	2	-1	-11	13	-0.1	2	14	3
CC(C)(C)n1nnnc1C(c1cccs1)N(Cc1cccnc1)Cc1ccco1 (stereo not drawn)	15	1.1	6	-10	8	7	-19	0.2	1	7	17
CCOc1ccc(C2=CSC3=NCCN23)cc1	-5	1.6	6	8	13	-4	-31	0.0	3	-6	2
O=C(Cc1ccccc1)NS(=O)(=O)c1ccccc1	8	1.9	-4	2	.	-2	4	-0.3	.	10	0
Next part
SMILES	TWEAK Fn14 block	iPSC survival up	CF NFkB block	KKLEB tox	MITF TRPM1 inh	Shn3 inh set2	NR2E3 ag-1	aDG glyco act	NR2E3 ag-2	HIF-2a inh	Peg3 prom inh
O=C(COC(=O)CCC(=O)c1cccs1)Nc1cccc(S(=O)(=O)N2CCOCC2)c1	-10	-0.9	-8	12	8	-1	-2	-0.1	-2	11	3
CCOC(=O)C1=C(COC(=O)[C@H](C)NS(=O)(=O)c2ccc(NC(C)=O)cc2)NC(=O)NC1C (stereo partly drawn)	-7	1.4	2	-11	-6	-1	1	-0.2	4	12	7
COc1cc(C2CC(=O)Oc3c(C(CCN4CCN(c5ccccc5)CC4)c4ccc(N(C)C)cc4)c(OC)cc(OC)c32)cc(OC)c1OC (stereo not drawn)	5	-0.4	-3	0	-4	-6	3	-0.8	0	-7	-18
Cc1cc(=O)n(CC(C)O)c(O)c1C#N (stereo not drawn)	2	1.2	5	-7	-3	9	-14	-0.1	0	0	6
COc1ccc(C(=O)COC(=O)C(O)c2ccccc2)c(OC)c1 (stereo not drawn)	-18	0.0	-10	3	-68	-40	-40	0.0	.	-94	-110
O=C(COC(=O)c1ccc(Cl)nc1)c1ccc2c(c1)OCCO2	-22	-0.6	5	4	-63	-134	-13	0.3	1	-62	-163
Cn1c(CSc2ncccn2)nnc1SCC(=O)N1CCCCCC1	-4	0.1	0	7	7	1	18	-0.1	-2	12	5
CC(=O)N1CCc2cc(N=NC3=C(O)CCCC3=O)ccc21	30	-1.0	-11	0	-20	-20	-21	0.0	-1	-147	-108
O=C(Cn1ccc([N+](=O)[O-])n1)NCc1ccccc1	-8	0.2	-6	12	3	15	18	0.1	1	12	7
CN(CC(=O)Nc1ccccc1F)S(=O)(=O)c1ccc2c(c1)n(C)c(=O)c(=O)n2C	-6	-0.1	-2	2	7	-83	-11	-0.2	-2	4	4
Cc1ccc(/C=C/C(=O)Nc2cc(S(=O)(=O)N3CCCCCC3)ccc2OCC(F)(F)F)o1	21	-0.9	-9	-3	-7	19	-11	0.2	-2	2	11
O=C(NCc1ccccc1)c1ccc(Br)cc1Br	7	-2.0	-1	-5	-20	-30	-24	0.0	0	-62	-52
CC1=CC(C)(C)N2C(=O)C3(SCC(=O)N3c3ccc(F)cc3)c3cc(C)cc1c32 (stereo not drawn)	1	-0.3	19	-3	-10	2	-1	-0.3	1	7	23

Compound profiles, as listed above. Screens in order: TWEAK Fn14 block	iPSC survival up	CF NFkB block	KKLEB tox	MITF TRPM1 inh	Shn3 inh set2	NR2E3 ag-1	aDG glyco act	NR2E3 ag-2	HIF-2a inh	Peg3 prom inh
`Cc1ccc(/C=C/C(=O)Nc2cc(S(=O)(=O)N3CCCCCC3)ccc2OCC(F)(F)F)o1` as listed: 21	-0.9	-9	-3	-7	19	-11	0.2	-2	2	11
`CCOC(=O)C1=C(COC(=O)[C@H](C)NS(=O)(=O)c2ccc(NC(C)=O)cc2)NC(=O)NC1C` (stereo partly drawn) as listed: -7	1.4	2	-11	-6	-1	1	-0.2	4	12	7

High-throughput results (PubChem)
